Bioassay records from PubChem.
dFosB act – mouse delta FosB homodimer activation | purified delta FosB, TAMRA-CDK5 oligo fluorescence polarization; percent of positive-control signal above neutral wells | activation, % at 25 µM | actives 0.99% (n = 340,000) | P13346 | AID 493131;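 active = mean activation above about 17%, with every replicate also reaching it, limit read from the data, passing the limit was not always enough; inconclusive = only one of the two conditions met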;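 note: fluorescence polarization rise as delta FosB binds a TAMRA Cdk5 AP-1 oligo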
CAL PDZ FP-1 – blocks peptide binding to human CAL PDZ domain | Q9HD26 | purified CAL PDZ, TMR-peptide fluorescence polarization, 1 h | inhibition, % at 20 µM | actives 0.02% (n = 330,000) | AID 504414;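 active = highest replicate inhibition of at least 40%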;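 note: plate controls were DMSO neutral control wells for no effect and unlabeled competitor peptide control wells for full effect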
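Material – purified CerCALP PDZ construct · Detection – FP readout, S and P plane fluorescence · Measure – percent inhibition from loss of millipolarization · Controls – unlabelled peptide for full inhibition, DMSO wells as neutral · Probe or stimulus – TMR-labelled reporter peptide T*-PRC34 bound in PDZ groove · Times – 1 h at RT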
CAL PDZ FP-2 – inhibitors of human CAL PDZ peptide binding; Q9HD26; purified CAL PDZ, TMR-peptide fluorescence polarization, 1 h; inhibition, % at 24.9 µM; actives 0.92% (n = 300,000); AID 602252;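 active = mean inhibition of at least 30% with at least half of replicates also reaching 30%; inconclusive = no clear call, values can overlap the other calls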;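 note: 0% = DMSO neutral control and 100% = excess unlabeled competitor peptide PRC23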
SR-BI DiI-HDL act – activators of SR-BI mediated HDL lipid uptake; activation, % at 12.5 µM; actives 0.096% (n = 320,000); AID 504775; CHO ldlA[mSR-BI] cells, DiI-HDL uptake fluorescence, 3 h; 100 = double the neutral-control signal;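 active = mean replicate activation of at least 60% and every replicate at or above 60%; inconclusive = mean or all-replicate condition met, but not both; inactive = mean below 60% and not all replicates reaching 60%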;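 note: 0% = median plate neutral-control signal and 100% = twice that signal; values of inactives mirror those of a sister screen read the other way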
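material = CHO ldlA[mSR-BI] cells | medium = Ham's F12 with 0.5% BSA, HEPES 25 mM, pH 7.4 | reagent = fluorescent DiI-HDL, 10 µg/mL final | compound dosing = single-point compound dose | incubation = 3 h, 37 °C | measured by = bottom-read fluorescence, 550/595 nm | measure = HDL uptake via cellular fluorescence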
MITF act – increases MITF-driven TRPM1 promoter luciferase signal. activation, % at 12.5 µM. actives 0.75% (n = 300,000). AID 588334. SK-MEL-5 TRPM1-promoter luciferase, 24 h; % of positive control, neutral wells = 0;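 active = mean activation of at least 80% with every replicate also reaching 80%; inconclusive = mean reaches 80% but some replicate falls short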;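 note: 0% = neutral control wells and 100% = parthenolide positive control wells; values of inactives mirror those of a sister screen read the other way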
PvdQ acylase – P. aeruginosa PvdQ acylase inhibition. purified PvdQ acylase, fluorescence plate reader. inhibition, % at 10 µM. actives 0.063% (n = 340,000). AID 488965; in the data active = inhibition above about 30%, passing the limit was not always enough; inconclusive = no clear call, values can overlap the other calls;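 note: 0% = vehicle neutral wells and 100% = reference inhibitor wells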
NSD2 inh – NSD2 (human) methyltransferase inhibition | inhibition, % at 12.5 µM | O96028 | actives 0.54% (n = 310,000) | NSD2 peptide methylation, AlphaScreen, 120 min; in the data active = inhibition above about 50%
PfHsp90 yeast 2 – reduces growth (ATP signal) of yeast expressing P. falciparum Hsp90; S. cerevisiae expressing PfHsp90, BacTiter-Glo ATP, 48 h; yeast lacking PDR1 and PDR3 efflux regulators; inhibition, % at 9.4 µM; actives 0.32% (n = 310,000); AID 504621;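 active = every replicate shows inhibition above about 80%, whatever the replicate mean, limit read from the data; inconclusive = mean inhibition reaches the set limit but some replicate falls short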;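 note: 0% = DMSO neutral controls and 100% = 20 µM radicicol positive controls; yeast relying on Plasmodium falciparum Hsp90 in place of its own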
Rtt109 Vps75 – C. albicans Rtt109 histone acetyltransferase inhibition; purified Rtt109/Vps75, ThioGlo CoA-SH fluorescence, 4 h; AID 540336; Q5AAJ8; actives 0.16% (n = 330,000); inhibition, % at 34.9 µM;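 active = inhibition of at least 50% in every replicate; inconclusive = best replicate reaches 50% inhibition but some replicates fall short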
Target sequence (Q5AAJ8 whole entry, looked up): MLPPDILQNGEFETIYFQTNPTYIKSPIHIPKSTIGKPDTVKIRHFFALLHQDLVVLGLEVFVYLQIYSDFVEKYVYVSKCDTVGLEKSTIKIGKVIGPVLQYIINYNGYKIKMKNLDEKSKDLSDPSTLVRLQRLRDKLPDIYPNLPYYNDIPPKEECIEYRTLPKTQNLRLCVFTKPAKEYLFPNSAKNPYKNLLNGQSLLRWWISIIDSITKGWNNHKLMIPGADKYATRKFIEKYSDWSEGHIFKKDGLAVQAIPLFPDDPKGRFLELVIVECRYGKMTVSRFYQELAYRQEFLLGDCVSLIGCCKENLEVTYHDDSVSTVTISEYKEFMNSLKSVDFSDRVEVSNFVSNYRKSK
SR-BI HDL uptake – blocks mouse SR-BI lipid uptake from DiI-HDL; AID 488896; actives 0.96% (n = 320,000); Q61009; inhibition, % at 12.5 µM; ldlA[mSR-BI] CHO cells, DiI-HDL uptake fluorescence, 3 h;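 active = mean replicate inhibition of at least 70% and a set share of replicates each scoring 70 or more; inconclusive = meets just one of the two criteria; inactive = fails both criteria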;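 note: 0% = median of neutral control wells and 100% = median of positive control wells; values of inactives mirror those of a sister screen read the other way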
Target sequence (Q61009 whole entry, looked up): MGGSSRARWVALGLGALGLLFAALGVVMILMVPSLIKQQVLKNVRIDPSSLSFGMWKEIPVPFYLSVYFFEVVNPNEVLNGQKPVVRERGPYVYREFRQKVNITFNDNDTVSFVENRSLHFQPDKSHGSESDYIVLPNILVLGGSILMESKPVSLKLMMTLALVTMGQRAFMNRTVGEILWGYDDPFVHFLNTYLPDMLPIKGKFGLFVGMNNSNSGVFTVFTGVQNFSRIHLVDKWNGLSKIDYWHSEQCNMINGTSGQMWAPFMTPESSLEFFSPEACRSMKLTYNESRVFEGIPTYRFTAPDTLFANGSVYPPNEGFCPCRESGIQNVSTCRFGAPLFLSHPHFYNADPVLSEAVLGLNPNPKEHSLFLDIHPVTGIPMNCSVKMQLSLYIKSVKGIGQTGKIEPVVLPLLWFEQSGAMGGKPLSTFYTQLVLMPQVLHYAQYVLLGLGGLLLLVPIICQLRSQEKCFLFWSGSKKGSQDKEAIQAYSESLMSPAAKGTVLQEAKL
Active calls of the source: *; ? = inconclusive; . = no result given.

Fields: PvdQ acylase	Rtt109 Vps75	MITF act	NSD2 inh	SR-BI DiI-HDL act	dFosB act	SR-BI HDL uptake	PfHsp90 yeast 2	CAL PDZ FP-1	CAL PDZ FP-2
Cc1noc(C)c1C(=O)Nc1ccccn1
    -13	-3	-2	-1	17	-6	-17	.	-1.9	-4
O=C(N/N=C/c1cc2c(cc1[N+](=O)[O-])OCO2)c1ccccn1
    -4	-7	15	53*	-4	-5	4	-12	-1.2	0
Cc1cc(NS(=O)(=O)c2ccc(NC(=O)c3ccc(Cl)cc3Cl)cc2)no1
    -19	-23	8	-2	-8	-1	8	21	-1.9	0
COc1ccc(N2CCN(C(=O)c3cc(C4CC4)nn3-c3ccccc3)CC2)cc1
    -6	4	1	14	-3	-4	3	15	-0.7	-2
COc1cc(OC)c(NS(=O)(=O)c2ccc3c(c2)NC(=O)CO3)cc1Cl
    -9	-11	-1	0	-17	8	17	-48	-2.4	-3
Cc1ccccc1-c1nc2sc3c(c2c(=O)n1N)CCCC3
    -12	12	.	3	12	-3	-12	.	.	-3
Cc1ccccc1CN1C(=O)C(C)S/C1=N/N=C/c1ccco1 (configuration not stated)
    -9	-1	.	1	-30	2	30	-4	-0.6	-2
Cc1ccc(N2CC(C(=O)NCCCn3ccnc3)CC2=O)cc1 (configuration not stated)
    5	8	-6	15	25	2	-25	.	-0.9	.
COc1ccc(Cn2nnnc2C(c2ccc(C)cc2)N2CCN(C3CCCC3)CC2)cc1 (configuration not stated)
    -9	0	12	6	12	1	-12	-5	-1.9	-3
CN(C)C(CNC(=O)c1ccc(Cl)c(S(=O)(=O)N2CCCCCC2)c1)c1ccccc1 (configuration not stated)
    0	3	0	3	-21	-5	21	17	-1.4	.
COc1cccc(CNC(=O)C2CCN(S(=O)(=O)N3CCCC3)CC2)c1
    -10	-1	-3	-2	5	-1	-5	24	0.2	-4
CCCCCN(C(=O)CCC(=O)OCc1cc(C)ccc1C)c1c(N)n(CCCC)c(=O)[nH]c1=O
    7	?	-2	-1	-59	-14	59	-20	-3.8	-4
O=C(COc1ccc(F)cc1)Nc1ccc(S(=O)(=O)Nc2ncccn2)cc1
    -13	-8	-14	-1	8	-6	-8	-29	-0.3	-2
COC(=O)c1cc(-c2c(-c3ccc4c(c3)OCO4)noc2-c2ccsc2)cc([N+](=O)[O-])c1
    -12	5	27	.	-36	6	36	18	0.2	8
CC(NCc1ccccc1)C1COc2ccccc2O1 (configuration not stated)
    -10	-14	4	.	6	10	-6	.	-0.4	-4
CCCn1c(N)c(C(=O)CSc2nnc3n2CCCCC3)c(=O)[nH]c1=O
    -9	-1	7	-3	30	1	-30	16	-1.1	-4
O=C(Nc1cccc(Cl)c1Cl)c1ccc(-c2ccccc2)cc1
    -6	10	17	9	4	-4	-4	-5	0.2	-3
C1=Nc2c(NCc3ccccc3)ncnc2Oc2ccccc21
    -3	8	-12	1	1	7	-1	6	-2.4	-4
COc1ccc(N2C(=O)C(CC(=O)Nc3ccccc3)N(Cc3cccs3)C2=O)cc1 (configuration not stated)
    -19	-1	.	.	-9	-10	9	1	-1.3	-7
O=C(COc1ccc(Br)cc1)Nc1nc(-c2cccnc2)cs1
    -3	0	-8	4	5	5	-5	-4	-0.8	6
Cc1c(C(=O)N2CCOCC2)c(S(=O)(=O)Nc2ccccc2F)c(C)n1C
    -10	-2	-4	4	16	-4	-16	16	-0.8	0
CCOC(=O)c1ccc(NC(=S)NC(=O)c2nn(CC)cc2Br)cc1
    -10	-4	-11	-2	14	3	-14	10	-0.4	-1
Brc1ccc(N=Nc2ccc3ccccc3n2)cc1
    -8	-5	.	4	11	-2	-11	-21	0.1	-2
Cc1cccc(C(=O)Nc2cccc(C(=O)N/N=C/c3cccc(C)n3)c2)c1
    4	8	6	0	-28	-6	28	-9	-3.1	0
COc1ccc(NC(=O)CCC(=O)Nc2cc(OC)c(NC(=O)c3cccs3)cc2OC)cc1
    -7	-17	-1	0	-20	2	20	-2	-0.1	-7
CC(=O)c1cccc(S(=O)(=O)NC2CC2)c1
    -11	0	-7	-1	1	2	-1	9	-2.0	-2
Cc1c(Cl)c([N+](=O)[O-])nn1Cc1ccc(C(=O)Nc2ccc(Cl)cn2)o1
    -14	3	-1	.	-12	-1	12	-34	-1.4	28
O=C(NCc1cccc(Cl)c1)c1ccc2nc[nH]c2c1
    -10	11	-1	-1	0	-12	0	-20	0.7	-3
COc1ccccc1-c1sc2ccccc2c1-c1ccc2c(c1)OCO2
    -7	3	1	.	-63	-7	63	-1	-0.2	-1
CCOC(=O)CC(=O)CSc1ccc2nnc(-c3ccc(F)cc3)n2n1
    -3	-31	-5	1	12	-9	-12	-22	-2.9	-12
COc1ccccc1NS(=O)(=O)c1ccc2[nH]c(=O)[nH]c2c1
    -5	-1	.	0	4	-3	-4	8	-0.8	-4
CC(=O)N1c2ccc(S(=O)(=O)N3CCC(C(=O)NC4CCC(C)CC4)CC3)cc2CC1C (configuration not stated)
    -16	-3	-3	1	11	0	-11	38	-2.3	-4
O=C(N/N=C/C(Cl)=C/c1ccc([N+](=O)[O-])cc1)C(=O)Nc1cccc(C(=O)O)c1
    -8	2	1	.	.	-7	.	8	-2.2	-4
COc1cc(C2NC(=O)NC(C)=C2C(=O)OCC2CCCO2)ccc1O (configuration not stated)
    -11	-30	-3	0	-15	2	15	-24	0.7	-8
O=Cc1c(NCc2ccccc2F)c2ccccc2[nH]c1=O
    -16	0	.	-2	10	-11	-10	-5	-1.4	1
COc1cc(NC(=O)COc2cc(O)c3c(c2)OC(C)(C)CC3=O)cc(OC)c1
    1	4	.	.	-53	-1	53	21	-1.0	-1
O=C(O)C1CC=CCC1C(=O)Nc1ccccc1Cl (configuration not stated)
    -16	-4	-4	0	1	0	-1	13	-0.3	-3
Cc1ccc(NC(=S)NCCCN2CCOCC2)cc1
    -5	-2	18	-2	-4	0	4	1	-0.6	-4
Cc1cccc2cc(CN(C(=O)c3cccc([N+](=O)[O-])c3)C(C)C)c(=O)[nH]c12
    7	.	-18	1	10	-12	-10	-8	-1.0	-7
O=C1CCCN1C(=O)CSc1nnnn1-c1cccc(F)c1
    -2	2	-1	0	12	-3	-12	.	0.5	.
CN(C)C(CNS(=O)(=O)c1cc([N+](=O)[O-])ccc1Cl)c1ccco1 (configuration not stated)
    8	2	-7	0	20	1	-20	7	0.4	-1
Cc1ccccc1OCCC(=O)N(CC(C)C)c1c(N)n(Cc2ccccc2)c(=O)[nH]c1=O
    0	15	1	-4	0	-1	0	4	-0.4	.
c1ccc(-c2cn3cccnc3n2)cc1
    -14	-43	21	.	10	-3	-10	6	-1.9	-3
Fc1ccc(C2=NNC(=NCc3ccccc3)SC2)cc1F
    -6	-2	57	5	-21	-3	21	.	-2.2	-5
O=C(CN1CCN(c2ccccn2)CC1)Nc1ccc2ccccc2c1
    -13	-10	17	1	36	-6	-36	4	-1.4	-3
CC(C)C(=O)Nc1c(C(=O)N2CCN(c3ncccn3)CC2)oc2ccccc12
    -17	1	16	-7	22	-9	-22	-16	-0.8	-4
COc1ccc(/C=N\NC(=O)c2ccc([N+](=O)[O-])c(C)c2)cc1COc1ccccc1C(N)=O
    -8	-3	1	-3	-65	7	65	0	-1.9	-5
COc1ccc(Cl)cc1/C=C1/C(=O)ON=C1C
    -9	5	1	9	6	-2	-6	-1	0.5	-1
